Screens from PubChem.
tim23-1 inh: growth inhibitors of tim23-1 mutant yeast; inhibition, % at 20 µM; S. cerevisiae tim23-1 growth, BacTiter-Glo luminescence, 24 h; 330,000 compounds, 1.3% hits;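 active means growth inhibition of the mutant yeast at or above 50%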;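 further: temperature-sensitive mutant grown at 25 °C; plate controls were DMSO-treated mutant yeast for no effect and medium wells lacking yeast for full effect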
UPR CHOP act: apoptotic UPR (CHOP) activation; CHO-CHOP luciferase reporter, luminescence; percent of tunicamycin response over DMSO baseline; activation, % at 10 µM; 330,000 compounds, 0.34% hits; AID 449763;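 active means at 10 µM dose, activation of 40% or more, normalized to positive control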;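 further: 100% = tunicamycin at 10 µg/mL and 0% = DMSO alone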
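Test system: CHO CHOP reporter cells. Input: 500 CHO-CHOP cells per well. Medium: F12 with 10% FBS. Technique: luciferase luminescence. Measure: percent activation relative to tunicamycin control. Dosing: 10 µM compound, 0.5% DMSO. Timing: 16-18 h cell attachment, then 6 h compound exposure, 37 °C.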
APJ agonist: agonists of human APJ apelin receptor. P35414. CHO-K1 APJ PathHunter beta-arrestin, luminescence; 0% DMSO wells, 100% apelin. activation, % at 20 µM. 330,000 compounds, 0.11% hits. AID 2520;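 active means activation more than six SD over the plate average, tested at 20 µM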;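 further: 0% = DMSO alone and 100% = apelin-13 at 10 nM; some results filed as inactive read as strong as hits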
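Test system – PathHunter CHO-K1 APJ (AGTRL-1) beta-arrestin reporter cells · Input – 1000 cells/well · Compound – single test compound dose, 20 µM final, 1% DMSO · Times – compound stimulation 90 min at 25 °C, detection 60 min · Technique – beta-gal luminescence · Read-out basis – APJ–arrestin association signal · Control set – negative DMSO alone, positive Apelin-13 at 10 nM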
APJ antag: APJ receptor antagonism. AID 2521. 330,000 compounds, 0.32% hits. CHO-K1 APJ beta-arrestin complementation, luminescence. inhibition, % at 20 µM;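 active means inhibition above about 40% at 20 µM, limit read from the data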;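 further: cells challenged with 10 nM apelin-13 agonist together with compound; plate controls were apelin-13 plus DMSO wells for no effect and DMSO wells lacking apelin-13 for full effect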
XBP1 UPR activ: adaptive UPR (XBP1) activation; 330,000 compounds, 0.33% hits; CHO-XBP1 luciferase reporter, IRE1-XBP1 UPR activation, luminescence; percent of tunicamycin response, DMSO as zero; activation, % at 20 µM;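 active means versus positive control, 20 µM dose yields 30% or more activation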;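 further: 100% = tunicamycin at 10 µg/mL and 0% = DMSO only wells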
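Assay system: IRE1-XBP1 luciferase reporter CHO line. Input: 1000 cells/well. Buffer or medium: F12 with 10% serum. Doses: 20 µM, 1% DMSO. Times: overnight seeding at 37 °C, 6 h compound treatment at 37 °C. Technique: Steady-Glo luciferase glow luminescence, 10 min after reagent addition.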
Jurkat NFkB inh: inhibitors of the PMA/ionomycin-induced NF-kB reporter in Jurkat cells; PMA/ionomycin-induced NF-kB luciferase reporter, luminescence; inhibition, % at 4 µM; 330,000 compounds, 0.53% hits; in the data active means inhibition above about 50%
697 NFkB inh: lowers PMA/ionomycin-induced NF-kB signal in 697 B cells; 697 B-cell NF-kB luciferase reporter, 16 h; inhibition, % at 4 µM; AID 435022; 330,000 compounds, 0.33% hits; in the data active means inhibition above about 35%
Mdm2 MdmX PPI: disrupts the human Mdm2-MdmX interaction | inhibition, % at 8 µM | 330,000 compounds, 3% hits | SaOS-2 split-luciferase Mdm2/MdmX complementation, luminescence;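 active means inhibition of at least 50% at 8 µM in the primary screen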
Target sequence (O15151 whole entry, looked up): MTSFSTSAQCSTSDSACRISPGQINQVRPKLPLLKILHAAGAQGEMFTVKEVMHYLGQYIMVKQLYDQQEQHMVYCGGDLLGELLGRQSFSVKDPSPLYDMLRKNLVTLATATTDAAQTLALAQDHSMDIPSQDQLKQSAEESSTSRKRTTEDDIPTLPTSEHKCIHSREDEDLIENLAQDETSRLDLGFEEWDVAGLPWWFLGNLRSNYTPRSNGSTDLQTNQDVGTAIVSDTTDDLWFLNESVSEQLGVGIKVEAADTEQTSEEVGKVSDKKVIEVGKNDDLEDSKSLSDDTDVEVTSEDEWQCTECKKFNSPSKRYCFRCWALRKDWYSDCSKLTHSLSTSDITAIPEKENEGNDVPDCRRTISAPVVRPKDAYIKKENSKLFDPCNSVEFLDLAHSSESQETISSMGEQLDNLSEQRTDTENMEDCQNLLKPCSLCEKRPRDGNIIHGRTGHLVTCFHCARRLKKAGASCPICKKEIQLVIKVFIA
Target sequence (Q00987 whole entry, looked up): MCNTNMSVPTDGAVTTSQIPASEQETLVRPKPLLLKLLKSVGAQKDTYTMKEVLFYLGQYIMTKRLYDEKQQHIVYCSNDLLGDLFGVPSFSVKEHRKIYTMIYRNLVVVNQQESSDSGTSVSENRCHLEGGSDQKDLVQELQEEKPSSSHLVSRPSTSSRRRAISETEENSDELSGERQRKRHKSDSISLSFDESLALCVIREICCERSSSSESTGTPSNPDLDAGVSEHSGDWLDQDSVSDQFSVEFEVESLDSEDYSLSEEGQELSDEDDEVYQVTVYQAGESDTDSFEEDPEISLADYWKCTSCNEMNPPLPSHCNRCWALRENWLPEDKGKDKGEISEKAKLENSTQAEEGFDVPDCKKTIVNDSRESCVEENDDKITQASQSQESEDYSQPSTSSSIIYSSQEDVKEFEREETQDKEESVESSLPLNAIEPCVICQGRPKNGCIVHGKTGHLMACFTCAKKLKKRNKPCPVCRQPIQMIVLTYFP
Starred values were filed as active, the others as inactive; . = not tested or not shown.

SMILES	tim23-1 inh	UPR CHOP act	APJ agonist	APJ antag	XBP1 UPR activ	Jurkat NFkB inh	697 NFkB inh	Mdm2 MdmX PPI
COc1ccccc1NC(=O)CSc1ccc(-c2ccccn2)nn1	36	2.8	12	13	-3	22	-11	23
Cc1ccc(N2CC(C(=O)NC3CC3)CC2=O)cc1 (configuration not stated)	11	1.0	-2	-3	-1	-10	0	10
Cc1cccc(OCC(=O)NNC(=O)C2CCN(c3ncnc4sc(C)c(C)c34)CC2)c1	11	-0.4	3	-8	-5	7	-13	33
COc1cccc(-n2c(Cn3nc(C(F)(F)F)cc3C)n[nH]c2=S)c1	5	-1.3	-3	-14	-1	-5	9	-16
CCOC(=O)CSc1nc2c(sc(=S)n2Cc2ccco2)c(=O)n1-c1ccc(F)cc1	21	-0.7	-8	-3	-2	9	7	-30
CC(=O)C1=C(O)C(=O)N(CCN2CCOCC2)C1c1ccc(N(C)C)cc1 (configuration not stated)	0	-1.8	2	9	-4	6	15	18
COc1ccc(CC(=O)N2N=C(C)CC2(O)c2cccnc2)cc1 (configuration not stated)	-21	-1.7	-1	-7	-1	6	0	15
O=C(NC1CCCC1)c1ccc([N+](=O)[O-])s1	46	-2.4	1	-28	-2	-3	5	-1
COC(=O)c1ccccc1NC(=O)C(=O)NCc1ccncc1	10	1.8	-1	14	1	21	9	19
Cc1cccc(OCCCC(=O)Nc2ccc(S(=O)(=O)Nc3onc(C)c3C)cc2)c1C	0	-3.4	-6	11	-1	2	29	19
O=C(c1ccc(S(=O)(=O)N2CCOCC2)cc1)N(Cc1ccco1)Cc1cccs1	15	-2.3	-3	-16	-3	-1	-4	24
CC(C)OCCCNC(=O)Cn1nc(-c2ccccc2)ccc1=O	4	0.8	3	-17	-1	12	2	5
Cc1cc(C(=O)N/N=C/c2ccc(O)c([N+](=O)[O-])c2)c(C)n1-c1ccc(F)cc1	15	1.8	-2	10	-1	14	-37	-20
Cc1c(Cl)cccc1NC(=S)NCC(C)C	-11	-0.5	-4	17	0	-19	-7	-15
CCOC(=O)COc1nc(OC)nc(N2CCOCC2)n1	16	1.4	1	27	1	4	-2	-33
COC(=O)c1cc(S(=O)(=O)Nc2cc(OC)cc(OC)c2)c[nH]1	5	2.0	-3	17	-5	5	3	2
COc1ccc(C2=NCCc3cc(OC)c(OC)cc32)cc1OC	-15	-2.3	.	-18	0	4	3	-23
CCOc1cc(-c2noc(-c3cccnc3)n2)ccc1OC	7	2.4	-3	-7	6	6	-19	22
COC(=O)C1=C(C)Nc2ncnn2C1c1ccc(OCc2ccccc2)cc1 (configuration not stated)	-36	-1.6	-1	5	-1	23	-12	14
Cc1cc(C)cc(N(CC(=O)NC2CCCCC2)C(=O)c2csnn2)c1	13	-1.3	-5	-5	0	1	12	6

Four entries out of the list, sorted by molar mass, rising.
SMILES	tim23-1 inh	UPR CHOP act	APJ agonist	APJ antag	XBP1 UPR activ	Jurkat NFkB inh	697 NFkB inh	Mdm2 MdmX PPI
CCOc1cc(-c2noc(-c3cccnc3)n2)ccc1OC	7	2.4	-3	-7	6	6	-19	22
COC(=O)c1ccccc1NC(=O)C(=O)NCc1ccncc1	10	1.8	-1	14	1	21	9	19
COC(=O)c1cc(S(=O)(=O)Nc2cc(OC)cc(OC)c2)c[nH]1	5	2.0	-3	17	-5	5	3	2
COC(=O)C1=C(C)Nc2ncnn2C1c1ccc(OCc2ccccc2)cc1 (configuration not stated)	-36	-1.6	-1	5	-1	23	-12	14

Other results follow:
SMILES	tim23-1 inh	UPR CHOP act	APJ agonist	APJ antag	XBP1 UPR activ	Jurkat NFkB inh	697 NFkB inh	Mdm2 MdmX PPI
COc1ccc(OC)c(-c2nc(CN3CCCCC3c3cccnc3)c(C)o2)c1 (configuration not stated)	9	-1.5	-2	3	-4	-2	-10	10
Cc1cc2nnn(-c3nnc(-c4ccccc4)c4ccccc34)c2cc1C	2	-2.6	-5	22	1	-3	9	49
O=C1CCCC/C1=C\Nc1ccc(O)cc1	4	2.3	0	-8	4	-11	-15	-11
CCCCC[C@H]1CN(Cc2ccccc2)C(=O)[C@@H]1CC(=O)NCc1ccc(OC)cc1	26	-1.0	13	-13	-1	11	-10	-13
O=C(CN1CCN(Cc2ccccc2)CC1)Nc1ccc([N+](=O)[O-])cc1C(=O)Nc1ccccc1F	25	3.0	6	15	1	7	11	54*
Oc1ccc(CNc2ccccc2)c2cccnc12	-28	0.9	-2	-8	2	-8	-9	86*
CCc1nnc(NC(=O)c2ccc(OC)cc2)s1	8	-3.6	2	-7	-7	-77	-112	-35
COCc1nc2sc3c(c2c(=O)[nH]1)CCCC3	1	0.9	-1	14	2	-7	-31	-7
CSc1nnc(CNC(=O)C23CC4CC(CC(C4)C2)C3)n1Cc1ccccc1	8	-2.3	-4	3	2	8	0	-10
Cc1ccc(S(=O)(=O)N(C)CC(=O)OCC(=O)c2ccc3c(c2)NC(=O)CO3)cc1	-7	-0.7	0	9	-4	20	14	-5
CC1CCCC(NC(=O)COC(=O)Cc2cn3ccsc3n2)C1C (configuration not stated)	0	1.2	6	5	-1	-38	-48	-34
CCCCCCCCCCCC(=O)N/N=C/c1ccco1	-8	-1.7	-2	0	-5	-1	-20	-4
COCCN=c1scc(-c2ccco2)n1/N=C/c1ccc(O)c(O)c1O	-14	23	0	-14	6	0	-15	2
O=C(Nc1ccc(S(=O)(=O)Nc2ncccn2)cc1)c1ccccc1NS(=O)(=O)c1ccc(Cl)cc1	12	1.2	0	-2	-4	1	20	1
C/C(CCN1CCCCc2nc(C)c(C)cc21)=N\O[C@H](C)c1cn([C@H](CO)Cc2ccccc2)nn1	11	0.0	4	9	-2	-2	-3	6
CC(C)OC(=O)CSc1nc(-c2ccc(F)cc2)nc2ccc(F)cc12	-5	-0.9	-1	-2	0	-3	20	-16
COc1ccc(S(=O)(=O)N2CCCCCC2)cc1C(=O)OCc1cccc(OC)c1OC	18	-0.1	6	5	-2	14	15	18
COc1ccc(-c2nnc(SCC(=O)N3CCOCC3)o2)cc1	12	2.1	-2	5	-1	-63	-44	-26
COc1ccc(OC)c(S(=O)(=O)n2nnc3ccccc32)c1	3	0.0	-8	7	2	-14	3	21
CCOC(=O)c1cccc(NC(=O)CC2Oc3ccccc3NC2=O)c1 (configuration not stated)	11	2.3	-4	8	-6	-6	9	4
Cc1ccc(C(=O)NCc2ccc3c(c2)OCO3)c(C)c1	4	1.9	-2	-9	-3	4	3	14
COc1ccc(Cn2nnnc2C(C(C)C)N2CCN(c3ccccc3OC)CC2)cc1 (configuration not stated)	39	2.8	-2	0	-3	-1	-13	20
Cc1nc2c(C)cccn2c1C(=O)N/N=C/c1ccccc1[N+](=O)[O-]	17	1.0	4	17	-1	-2	7	-27
O=C(Nc1c2c(nc3c1CCC3)CCCC2)c1ccccn1	3	1.6	-2	-10	-3	5	-12	10
Cc1ccc(S(=O)(=O)N2CCOC2CNC(=O)C(=O)NCC(C)C)cc1 (configuration not stated)	-9	-1.0	1	17	-3	0	2	14
Cc1ccc(S(=O)(=O)c2ccc(-n3nc(C)cc3N)cc2)cc1	-2	0.6	-4	9	-2	0	16	10
CCc1ccccc1NC(=O)C1CCN(S(C)(=O)=O)CC1	-18	-1.7	-5	-26	-6	-4	0	5
N/C(=N\OC(=O)CCCOc1ccccc1)c1cccc([N+](=O)[O-])c1	32	-0.5	-2	6	-1	-6	-10	11
O=C(c1ccco1)N(Cc1ccc(Cl)cc1)C1CCS(=O)(=O)C1 (configuration not stated)	4	0.6	-3	13	4	-6	-7	-3
CCNc1nc(NCC)n2c(SCC(=O)Nc3cc(OC)ccc3OC)nnc2n1	-6	0.0	2	9	-2	6	-25	-8
COc1ccc(C(=S)N2CCN(C)CC2)cc1	15	0.1	3	13	0	13	12	17
O=C1NN(c2cccc(Br)c2)C(=O)/C1=C/c1cccs1	0	43*	-4	24	17	-5	16	-24
COc1ccc(N(C(=O)CNC(=O)c2ccco2)C(C(=O)NC2CCCC2)c2ccco2)cc1 (configuration not stated)	14	2.1	-2	15	-2	14	-1	10
CCc1cccc2c(-c3csc(=NC)n3C)c[nH]c12	14	0.3	-1	-4	-2	-2	14	-1
C/C(=N\Nc1ccc(C(=O)O)cc1)c1nc2ccccc2n1C	14	8.7	0	3	4	-25	-152	-23
CCCn1c(=O)c2ccccc2n2c(SCc3nnc(-c4ccccc4Br)o3)nnc12	10	-0.3	-5	7	-1	-9	-12	10
COc1ccc(N2CCN(C(=O)c3cc(C)oc3C)CC2)cc1	-9	-0.6	-2	2	-4	-3	-26	13
CCNC(=O)c1c(C)nc2ccccn12	-4	0.8	-2	16	-4	10	7	10
CC(=O)c1cc(C#N)c(SCc2ccc([N+](=O)[O-])cc2)nc1C	3	-0.8	5	5	0	-1	2	5
COc1cc(C2C(C#N)=C(N)N(Nc3ccccc3)C3=C2C(=O)CC(C)(C)C3)ccc1OCc1cccc(F)c1 (configuration not stated)	21	7.4	1	-11	2	11	11	61*

Full records as entered above:
Shown for Cc1ccc(S(=O)(=O)c2ccc(-n3nc(C)cc3N)cc2)cc1 = tim23-1 inh: -2; UPR CHOP act: 0.6; APJ agonist: -4; APJ antag: 9; XBP1 UPR activ: -2; Jurkat NFkB inh: 0; 697 NFkB inh: 16; Mdm2 MdmX PPI: 10
Shown for CCNc1nc(NCC)n2c(SCC(=O)Nc3cc(OC)ccc3OC)nnc2n1 = tim23-1 inh: -6; UPR CHOP act: 0.0; APJ agonist: 2; APJ antag: 9; XBP1 UPR activ: -2; Jurkat NFkB inh: 6; 697 NFkB inh: -25; Mdm2 MdmX PPI: -8

New compounds follow:
SMILES	tim23-1 inh	UPR CHOP act	APJ agonist	APJ antag	XBP1 UPR activ	Jurkat NFkB inh	697 NFkB inh	Mdm2 MdmX PPI
Cc1ccc(NC(=O)c2cc3ccccc3o2)cc1	40	2.6	-3	-13	-3	-146	-190	-218
O=C(CNCC1CCCCC1)Nc1ccccc1N1CCCCC1	29	0.2	7	-4	2	9	-27	-6
Cc1ccc(OC(=O)c2oc3ccc(F)cc3c2C)c(C)c1	20	13	-5	4	15	46	7	52*
CCCC(=O)Nc1ccc(-c2nc3cc(C)c(C)cc3o2)c(O)c1	-1	2.9	5	-16	0	-67	-32	-18
CCOC(=O)c1sc(=S)n(-c2ccccc2)c1NC(C)=O	6	0.8	-2	4	-2	0	-12	-10
Cc1c(NC(=O)OCCSc2nc(N(C)C)nc(N(C)C)n2)sc(=S)n1C	1	-0.4	-6	1	-2	-18	5	-7
Cc1[nH]n(-c2nc(-c3ccccc3)cc(=O)[nH]2)c(=O)c1CCO	87*	-1.0	-2	0	-2	-23	5	7
CC1CC(C)CN(S(=O)(=O)c2ccc(C(=O)NNC(=O)c3ccccc3F)cc2)C1 (configuration not stated)	22	-0.5	1	-6	-2	2	1	15
O=C(NOCc1ccccc1)c1coc(-c2ccccc2)n1	60*	2.5	.	.	4	.	2	-10
O=C(NC1CCCC1)C1CC(=O)N(c2ccc(F)cc2)C1 (configuration not stated)	-1	1.1	2	9	-3	15	9	18
COc1ccc(CCNC(=O)c2ccccc2)cc1	4	3.1	-4	-23	2	-37	-78	-46
CC1CCCN(S(=O)(=O)c2ccc(C(=O)NC(C)c3ccccc3)cc2)C1 (configuration not stated)	30	-1.1	-2	11	0	-1	-7	-7
CC1=C(C(=O)N2CCOCC2)C(c2ccc(Cl)cc2)NC(=S)N1 (configuration not stated)	10	-1.0	-2	-12	0	-23	-13	15
COc1ccc(CCNC(=O)C2Cc3ccccc3C(=O)O2)cc1 (configuration not stated)	11	1.3	0	8	-2	8	-2	5
Cc1cc(C)cc(C(=O)NC(CC(N)=O)c2ccc(N3CCN(C)CC3)c([N+](=O)[O-])c2)c1 (configuration not stated)	6	0.1	8	15	0	-12	-8	-12
